Compound activity (PubChem)
RmlCD inh 1536 = M. tuberculosis RmlC/RmlD inhibition. RmlC+RmlD coupled enzyme assay, percent inhibition; primary screen in compound mixtures. P9WH09+P9WH11. AID 1533. inhibition, % at 3.6 µM. hit rate 0.03% among 160,000; in the data active = inhibition mostly above about 34%, no sharp cut-off; also: some results filed as inactive read as strong as hits
Target sequence (P9WH09 whole entry, looked up): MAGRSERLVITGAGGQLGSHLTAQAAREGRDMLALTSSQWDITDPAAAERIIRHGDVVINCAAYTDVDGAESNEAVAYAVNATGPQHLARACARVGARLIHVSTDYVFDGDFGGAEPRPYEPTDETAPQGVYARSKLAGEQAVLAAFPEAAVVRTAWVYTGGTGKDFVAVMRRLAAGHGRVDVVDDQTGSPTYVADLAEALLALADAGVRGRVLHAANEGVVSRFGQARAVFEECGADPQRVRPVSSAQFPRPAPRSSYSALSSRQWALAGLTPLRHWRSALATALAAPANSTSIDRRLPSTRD
Target sequence (P9WH11 whole entry, looked up): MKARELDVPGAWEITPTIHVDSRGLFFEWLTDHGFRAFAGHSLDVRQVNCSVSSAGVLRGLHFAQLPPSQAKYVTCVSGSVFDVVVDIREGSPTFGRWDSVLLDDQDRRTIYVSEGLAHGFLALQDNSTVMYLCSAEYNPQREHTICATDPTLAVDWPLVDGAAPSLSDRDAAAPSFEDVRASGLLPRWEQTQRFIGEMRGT
M. tuberculosis GlmU = inhibition of mycobacterial GlmU enzyme – biochemical, glucosamine-1-phosphate acetyltransferase (AID 1376); M. tuberculosis GlmU acetyltransferase enzyme assay; higher % means a stronger effect; inhibition, %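 (tested at 30 µM in the primary screen)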, or IC50 in µM where a hit was titrated; hit rate 0.25% among 220,000; in the data active = inhibition above about 13%;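 also: 0% = complete reaction with vehicle and 100% = reaction without substrate; strong numbers were not always called active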
* hit, by the source's call; . = not tested or not shown. The list is partial, so the mix of outcomes need not match the whole.

compound	RmlCD inh 1536	M. tuberculosis GlmU
O=C(CN1C(=O)c2ccccc2S1(=O)=O)NC1CCCCCC1	-7	-0.4%
Cc1ccc(Nc2ccc(C(N)=O)cc2[N+](=O)[O-])cc1	-11	5.0%
CCc1cccc(OCCn2ccnc2)c1	1	-3.6%
CCSc1nc(N2CCOCC2)c2ccccc2n1	11	.
CCOc1ccc(OC(=O)c2cccnc2)cc1	-5	5.5%
Cc1ccc(C(=O)C2=C(O)C(=O)N(c3ncccn3)C2c2ccc(Br)cc2)o1 (stereo not given)	-12	3.7%
Cc1c(N=Cc2c(O)n(CCc3ccc(F)cc3)c(=O)[nH]c2=O)c(=O)n(-c2ccccc2)n1C	-12	-5.0%
C/C(N)=C(/C#N)C(=O)CSc1nnc(SCc2ccc(Cl)cc2)s1	39	-1.4%
CN(C)S(=O)(=O)c1cccc(NC(=S)NCc2ccc3c(c2)OCO3)c1	-11	-2.7%
COc1ccc(-c2csc(Nc3ccc(C)cn3)n2)cc1OC	-8	-0.7%
Cc1c(Cl)cnc(NC(=O)COC(=O)c2ccc3c(c2)OCO3)c1Cl	.	-5.9%
COCCNCCOCCOc1ccc(Cl)c(C)c1	.	0.3%
O=C(NCc1ccccn1)[C@H]1C[C@@H]1[C@H](NP(=O)(c1ccccc1)c1ccccc1)c1ccccc1	.	3.1%
Cc1[nH]nc2c1C1(C(=O)N(Cc3ccc(Cl)cc3)c3ccccc31)C(C#N)=C(N)O2 (stereo not given)	20	2.6%
O=C(NC1CCCCC1)N1CCCC(c2nc(-c3cccs3)no2)C1 (stereo not given)	.	8.7%
CCn1nc(C)c(/C=N/NC(=O)Cn2nc(C)cc2C)c1C	8	-1.8%
COC(=O)c1cc([N+](=O)[O-])c(-n2cncn2)c([N+](=O)[O-])c1	-11	-1.3%
Cc1cccc(C)c1NC(=O)COC(=O)CCc1ccc(S(=O)(=O)N2CCCCC2)cc1	-5	-0.8%
COc1cccc(-n2nc3c(-n4ncc(C#N)c4N)nnc(C)c3c2C)c1	-10	5.7%
Cc1cc(C)n(-c2nc3ccccc3nc2N2CCN(C(=O)c3ccc(Cl)cc3)CC2)n1	-7	-8.7%

The list continues:
compound	RmlCD inh 1536	M. tuberculosis GlmU
Cc1ccc(S(=O)(=O)Nc2ccc3c(c2)CCC3)cc1	7	0.0%
C#CCOC(=O)C(NC(=O)c1ccccc1)=C(C)C	5	0.0%
COCC(=O)N/N=C/c1c(C)[nH]n(-c2ccccc2)c1=O	.	0.1%
Cc1c(C(=O)N2CCN(c3cccc(Cl)c3)CC2)cccc1[N+](=O)[O-]	6	6.4%
COc1ccc2cc(C(=O)N3CCCCCC3)sc(=O)c2c1OC	9	-0.3%
Cn1c(SCc2ccc(C(=O)Nc3nccs3)cc2)nnc1-c1ccccc1	.	2.1%
CCN(CC)S(=O)(=O)c1ccc(NCc2ccccc2)nc1	8	-4.9%
O=C1CCCN1CCCN=c1c([N+](=O)[O-])nn(-c2ccc(Cl)cc2)n1O	-4	2.3%
COc1ccc(Br)cc1/C=N/NC(=O)C(c1ccncc1)N1CCOCC1 (stereo not given)	.	-1.9%
CC(=O)NC(c1cccc([N+](=O)[O-])c1)c1c(OC(C)=O)ccc2ccccc12 (stereo not given)	.	0.6%
CC(=O)OCCn1c(Br)nc2c1c(=O)[nH]c(=O)n2C	10	-3.7%
CCOC(=O)c1cnc(-n2nc(C)cc2C)nc1Nc1ccc(OC)cc1	46	0.2%
CCS(=O)(=O)n1nc(-c2ccccc2)nc1SC	53	-8.2%
Cc1ccc(-n2nnc3c(=O)n(CC(=O)N4CCC(C)CC4)cnc32)cc1	0	3.0%
CC(C)(C)NC(=O)COc1ccccc1C#N	-8	6.8%
COc1cc(OC)cc(C(=O)N2CCN(Cc3ccccc3C(F)(F)F)CC2)c1	-6	8.4%
CCCCCSc1nc(N2CCOCC2)c2c(c1C#N)CC(C)(C)OC2	.	-0.4%
CN1CCN(C(=O)c2ccc(COc3ccc(C(C)(C)C)cc3)o2)CC1	5	-0.2%
CNC(=O)COC(=O)/C=C/c1c(C)nn(-c2ccccc2)c1C	24	3.0%
Cc1ccn(C(=O)c2cc3cc(Cl)ccc3oc2=O)n1	.	2.2%

Additional entries follow.
compound	RmlCD inh 1536	M. tuberculosis GlmU
CCOP(=O)(OCC)C(C)(C)NC(=O)C(Cl)(Cl)Cl	62	6.1%
CCOC(=O)c1sc2nc3c(cc2c1N)COC(C)(CC)C3 (stereo not given)	.	-2.4%
COC(=O)N/N=C/c1ccc([N+](=O)[O-])o1	.	12%
O=c1[nH][nH]cc1C=Nc1ccccc1Cl	-1	-4.0%
O=C(NC1C=CS(=O)(=O)C1)c1sc2ccccc2c1Cl (stereo not given)	.	2.3%
O=C(CSc1nc2c(cnn2-c2ccc(F)cc2)c(=O)[nH]1)Nc1nccs1	.	-2.8%
C/C(Cl)=C\COc1cc(C)nc2c(Br)cccc12	2	-3.7%
O=C(O)c1ccccc1C(=O)c1ccc(N2CCCC2)c([N+](=O)[O-])c1	-12	-1.3%
CC(C)COc1ncnc2c1sc1nc3c(cc12)COC(C)(C)C3	.	5.0%
Cc1cc(C(=O)CSc2nc3ccccc3n2C)c(C)n1C	3	2.4%
CCOC(=O)c1cc2sc(C)cc2n1CC(=O)Nc1ccc2c(c1)OCCO2	-12	-4.1%
O=C(COC(=O)c1ccc(S(=O)(=O)Nc2ccccc2)cc1)NCc1ccco1	5	5.1%
O=C(NCc1ccccc1Cl)c1ccc(Cn2cc(C(F)(F)F)ccc2=O)cc1	6	2.9%
Cc1ccc(C2C3=C(NCCN=C3c3ccccc3)C(=O)N2c2ccccc2)cc1 (stereo not given)	.	-2.3%
CCN(CC)c1ccc(NC(=O)COC(=O)c2cccs2)cc1	-9	.
COc1ccc(C2=NOC(C(=O)Nc3cccnc3Cl)C2)cc1 (stereo not given)	-11	3.7%
COC(=O)c1ccc(CSc2nc3ccccc3c(=O)n2Cc2ccco2)o1	8	5.6%
Cc1cnc(N2C(=O)c3ccc([N+](=O)[O-])cc3C2=O)s1	-7	6.7%
S=c1[nH]c(-c2ccccc2)cn1/N=C/c1ccncc1	-9	2.6%
COc1ccc(/C=N/NC(=O)c2cccc(NC(=O)c3ccccc3)c2)c(C(=O)O)c1OC	.	-1.4%

The listing continues.
Compound	RmlCD inh 1536	M. tuberculosis GlmU
O=C(Nc1ccc(Cl)c(S(=O)(=O)N2CCOCC2)c1)c1ccc(OCC2CCCO2)cc1 (stereo not given)	3	-0.8%
O=C(NCc1ccccc1)c1cccc(COc2ccccc2Cl)c1	8	.
CNc1cc([N+](=O)[O-])ccc1OCc1ccccc1	2	2.4%
N/C(Cc1ccc([N+](=O)[O-])cc1)=N\OC(=O)c1ccccc1Br	5	1.7%
CCOC(=O)CCCCC(=O)c1[nH]c(=O)[nH]c1CSc1nc(C)cc(C)n1	.	3.2%
CCC(C)NC(=O)Nc1ccc2c(c1)N(C)C(=O)c1ccccc1S2 (stereo not given)	.	0.8%
CN(C)Cc1c(O)ccc2c3c(c(=O)oc12)CCCCC3	21	0.5%
COc1ccc(CCN=C(N)NS(=O)(=O)c2ccc(C)cc2)cc1OC	-6	0.2%
O=C(Nc1ccccc1Cl)c1ccn[nH]1	16	0.0%
COc1ccccc1Cn1[nH]nnc1=S	.	1.0%
Nc1nnc(N2CCCCC2)s1	11	2.6%
CCC(CC)C(=O)N1CCN(Cc2ccc3c(c2)OCO3)CC1	106	1.6%
O=C(N/N=C/c1cccc([N+](=O)[O-])c1)C1CC(=O)N(c2ccc(Br)cc2)C1 (stereo not given)	55	-3.4%
C(=N\N1CCN(C2c3ccccc3-c3ccccc32)CC1)/c1cccs1	.	-2.3%
CC(C)c1nc2ccc(NC(=O)C34CC5CC(CC(C5)C3)C4)cc2[nH]1	.	1.1%

Next part.
Compound	RmlCD inh 1536	M. tuberculosis GlmU
COc1cc2c(cc1OC)CN(C(=O)c1sccc1C)CC2	.	-4.5%
CN(C)/C=C1\N=C(c2cccs2)OC1=O	.	0.9%
Cc1occc1C(=O)N/N=C/c1ccc(Br)s1	.	-0.8%
O=C(C1=C[C@@H](c2coc3ccccc3c2=O)C[C@@H](OCCCCO)O1)N1CCOCC1	.	1.8%
COc1ccc(CN(C(=O)c2cccs2)c2ccccc2)cc1	.	0.6%
O=C(Nc1sc2c(c1C(=O)O)CCC2)c1ccco1	-7	10%
CC(C)C(=O)n1nc(-c2cccnc2)nc1NCc1ccc(F)cc1	3	0.0%
Cc1nn(Cc2c(Cl)cccc2Cl)c(C)c1C(=O)NCc1ccc(C)n1C	-4	-1.2%
O=C1CC(c2ccc(F)cc2)CC(O)=C1C=NCCN1CCN(C(=O)Nc2ccccc2)CC1 (stereo not given)	7	-1.1%
COc1ccccc1N1CCN(Cc2ccco2)CC1	.	1.0%
CCOc1nnc(C)c2c(C)n(-c3ccc(Cl)cc3)nc12	6	0.4%
CCCCOc1ccc(CSc2nncn2N)cc1	-11	-0.9%
CCCOC(=O)CCCCCCCCC(O)CN1CCCCC1 (stereo not given)	-12	3.2%
COCCNC(=O)c1c(C)cc(C)cc1C	38	-4.8%
Cc1[nH]c2ccccc2c1CCC(N)=O	.	-4.8%

Remaining list, next part:
Compound	RmlCD inh 1536	M. tuberculosis GlmU
CCOC(=O)/C=C/S(=O)(=O)c1ccc(NC(C)=O)cc1	-5	-2.1%
CCOC(=O)C1(Cc2ccccc2C(F)(F)F)CCN(C(C)COC)CC1 (stereo not given)	.	-6.4%
COc1cc(NC(=O)CSCC(=O)Nc2cc(OC)cc(OC)c2)cc(OC)c1	.	-1.4%
S=c1[nH]c2cc3ccccc3cc2[nH]1	6	6.9%
Cc1cccc(N2CCN(C(=O)CCc3nc4ccccc4[nH]3)CC2C)c1 (stereo not given)	.	5.0%
Cc1cccc(NC(=O)c2ccc(-n3ccnc3)nc2)c1	4	-1.4%
Cc1cc(Br)ccc1NC(=O)CCSc1ccccc1	21	-3.9%
Cc1cc(=O)oc(C)c1C(=O)OCC(=O)c1ccc(Cl)cc1	.	3.3%
Cc1ccc2c(c1)C(=O)CC1(CCCCCC1)O2	.	2.9%
Cc1cc(=O)oc(C)c1C(=O)Nc1ccc(F)cc1	.	4.3%
CN1C(=O)CS(=O)c2ccc(C(=O)NCCC3=CCCCC3)cc21 (stereo not given)	3	-0.8%
CC(C)c1nc2ccc(C(=O)O)cc2[nH]1	4	-4.2%
CC(C)NC(=O)C1CCN(C(=O)c2ccc(-c3ccccc3)cc2)CC1	5	-0.3%
O=C(NCCCN=C1NS(=O)(=O)c2ccccc21)c1ccc(S(=O)(=O)N2CCOCC2)cc1	.	-1.6%
Cc1sc(NC(=O)c2ccco2)c(CN2CCC(C)CC2)c1C	11	0.7%

A portion of the results above, for reference:
Compound	RmlCD inh 1536	M. tuberculosis GlmU
CCOC(=O)/C=C/S(=O)(=O)c1ccc(NC(C)=O)cc1	-5	-2.1%
CCOC(=O)C1(Cc2ccccc2C(F)(F)F)CCN(C(C)COC)CC1 (stereo not given)	.	-6.4%
COc1cc(NC(=O)CSCC(=O)Nc2cc(OC)cc(OC)c2)cc(OC)c1	.	-1.4%
S=c1[nH]c2cc3ccccc3cc2[nH]1	6	6.9%
Cc1cccc(N2CCN(C(=O)CCc3nc4ccccc4[nH]3)CC2C)c1 (stereo not given)	.	5.0%

Going on with the list:
Compound	RmlCD inh 1536	M. tuberculosis GlmU
CN(C)c1ccc(C=C2C(=O)OC(C)(C)OC2=O)cc1	7	3.2%
COc1cc(Nc2cc(C)nc3nc(C)nn23)cc(OC)c1OC	6	0.8%
Cc1ccc(C(=O)NCCc2ccccn2)cc1S(=O)(=O)N1CCOCC1	-9	4.2%
CCOc1nnc(C)c2c(C)n(-c3cccc(Cl)c3)nc12	.	1.6%
CC(C)n1nnnc1SCC(=O)Nc1ccccc1N1CCOCC1	.	2.2%
Cn1c(SCC(=O)c2ccc3c(c2)OCO3)nnc1-c1ccccn1	-1	2.8%
O=C(c1ccccc1F)N1CCN(c2ccc([N+](=O)[O-])c3cccnc23)CC1	6	-1.5%
Nc1cc(C(F)(F)F)ccc1C(=O)O	15	1.6%
COc1cc(/C=N\NC(=O)CN2CCOCC2)ccc1OCC(=O)Nc1ccc(C)c(C)c1	-177	-6.8%
CC(C)(C)c1ccc(-c2ncccc2O)cc1	20	-5.4%
Cc1ccc2c(c1)NC(=O)C(CC(=O)NCCN(C)C)O2 (stereo not given)	.	3.0%
COC(=O)C1CSC(C(=O)OC)N1C(=O)Nc1ccc(Cl)c(Cl)c1 (stereo not given)	.	-0.8%
CC1CC(C)CN(CC(C)(C)NS(=O)(=O)c2ccc(Cl)cc2)C1 (stereo not given)	-6	0.1%
Cc1ncsc1CCOC(=O)c1ccc(N2CCOCC2)c([N+](=O)[O-])c1	-10	-1.1%
O=C(Cn1cnc2ccccc21)N/N=C/c1ccccc1[N+](=O)[O-]	7	1.8%

New compounds follow.
Compound	RmlCD inh 1536	M. tuberculosis GlmU
O=C(O)c1cc(-n2cccc2)ccc1N1CCOCC1	-8	0.5%
CCC/C(O)=C1\C(=O)CCCC1=NCCc1c(C)[nH]c2ccccc12	-6	-1.4%
CC1CCN(C(=O)C2CCCN(S(C)(=O)=O)C2)CC1 (stereo not given)	8	-4.1%
CC1(C)CC(n2[nH]c(=O)c3c2NC(=O)CSC3c2ccc(F)cc2)CCO1 (stereo not given)	10	5.6%
CN(C)CCN=Cc1c(O)n(Cc2ccccc2)c(=O)c2ccccc12	-14	-0.6%

Single records, from the list above. Order of screens: RmlCD inh 1536	M. tuberculosis GlmU
O=C(O)c1cc(-n2cccc2)ccc1N1CCOCC1 as listed: -8	0.5%
CC1(C)CC(n2[nH]c(=O)c3c2NC(=O)CSC3c2ccc(F)cc2)CCO1 (stereo not given) as listed: 10	5.6%
CCC/C(O)=C1\C(=O)CCCC1=NCCc1c(C)[nH]c2ccccc12 as listed: -6	-1.4%
CN(C)CCN=Cc1c(O)n(Cc2ccccc2)c(=O)c2ccccc12 as listed: -14	-0.6%
